# Compound activity from PubChem.
# Dengue-2 NS5 capping – Dengue-2 NS5 methyltransferase inhibitors, primary screen, biochemical, confirmation dose response (AID 588689); Dengue-2 NS5 methyltransferase capping enzyme assay, biochemical; higher % means a stronger effect; 340,000 tested, 0.3% active; inhibition, % at 25 µM; hits with a dose series show IC50 in µM; in the data active means a potency from the dose series; inconclusive means inhibition above about 29% without an active follow-up result
# MgcRacGAP inhibition – MgcRacGAP GTPase-activating activity inhibitors, confirmation, biochemical, ADP Hunter fluorescence | MgcRacGAP-stimulated Rac1 GTP hydrolysis, ADP Hunter fluorescence; higher % means a stronger effect; GST-tagged Rac1 F28L mutant substrate | inhibition, % at 30 µM; hits with a dose series show IC50 in µM | 340,000 tested, 0.6% active | AID 624330;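 active means first-screen hits whose inhibition reached a set limit at any dose in the follow-up dose series; inconclusive means inhibition above the set first-screen limit but never retested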;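 further: fluorescence reports GDP produced by GAP-driven GTP hydrolysis; strong numbers were not always called active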
# Dengue-2 NS5 capping pilot replicate – recorded beside Dengue-2 NS5 capping, whose call it bears; inhibition, %; measured here: pilot screen replicate inhibition
# * = called active by the depositor; ? = inconclusive.
SMILES,Dengue-2 NS5 capping,MgcRacGAP inhibition,others
CCCCn1c(NCc2cc(C)ccc2O)nc2ccccc21,3%,10%,
CC(=O)Nc1ccc(NC(=O)COc2cccc3ccccc23)cc1,-1%,11%,
N#CC1C(=O)c2ccccc2C1c1ccccc1 (stereo not drawn),50%,?,
O=C(COC(=O)Cc1c(Cl)cccc1Cl)NCc1ccccc1,2%,-2%,
Nc1ccccc1-n1nc2ccc3ccccc3c2n1,-1%,9%,
Cc1ncc([N+](=O)[O-])n1S(=O)(=O)c1ccc2c(c1)OCCO2,3%,4%,
CSC(=Nc1ccccc1)N=C(SCc1ccccc1)N(C)C,-46%,21%,
CCC[C@H]1CC(=O)C=C(c2ccsc2)ON1C(=O)OC(C)(C)C,1%,6%,Dengue-2 NS5 capping pilot replicate=1.8
CC(=O)c1cccc(NC(=O)C2CCCN2S(=O)(=O)c2cccs2)c1 (stereo not drawn),-4%,-7%,
COc1ccccc1C=NNC(=O)c1ccncc1,5%,5%,
O=[N+]([O-])c1ccc(Nc2ccccc2O)c([N+](=O)[O-])c1,3%,19%,
Nc1nc2ccc(Br)cc2o1,2%,1%,
CN(C)c1ccc2c(c1[N+](=O)[O-])Cc1ccccc1-2,0%,12%,
COc1ccc2[nH]c(=O)c(CN(C(C)=O)c3cc(C)ccc3C)cc2c1,5%,17%,
CCN(CC)c1ccc2cc(-c3nc(-c4cc5ccccc5oc4=O)cs3)c(=O)oc2c1,?,11%,
Cc1ccc(S(=O)(=O)N2CCC[C@H]2C(=O)NC2CCCCC2)cc1,-2%,-2%,
COc1ccc(-c2ccc(CN3C(CC(C)C)C(=O)N(Cc4cn(CC5CCCCC5)nn4)CCS3(=O)=O)cc2)cc1OC (stereo not drawn),-8%,12%,
C[C@@H]1CN([C@H](C)CO)C(=O)c2cc(C#CC3CC3)cnc2O[C@H]1CN(C)S(C)(=O)=O,-10%,9%,
O=C(C=Cc1ccc(Cl)s1)c1ccc(Cl)s1,-14%,-2%,
O=C1CCSc2c1ccc1ccccc21,-8%,7%,
COc1ccc(NC(=O)c2ccc(S(=O)(=O)N(C)c3ccccc3)cc2)cc1S(=O)(=O)N1CCOCC1,6%,5%,
CN(Cc1ccccc1)C(=O)c1ccc(NC(=O)Cc2ccc(NC(=O)C3CCCN(C(=O)C4CCCC4)C3)cc2)cc1 (stereo not drawn),3%,6%,Dengue-2 NS5 capping pilot replicate=0.6
COc1ccc(C(C)=NNS(=O)(=O)c2ccc(C)cc2)cc1OC,-6%,2%,
Cc1ccc(-n2c(COc3ccccc3)nnc2SCC(=O)O)cc1,7%,7%,
Cc1ccc(S(=O)(=O)OCC(=O)Nc2ccc(C(=O)O)c(O)c2)cc1,8%,14%,

# The last four compounds of the section before lead into the next.
SMILES,Dengue-2 NS5 capping,MgcRacGAP inhibition,others
CN(Cc1ccccc1)C(=O)c1ccc(NC(=O)Cc2ccc(NC(=O)C3CCCN(C(=O)C4CCCC4)C3)cc2)cc1 (stereo not drawn),3%,6%,Dengue-2 NS5 capping pilot replicate=0.6
COc1ccc(C(C)=NNS(=O)(=O)c2ccc(C)cc2)cc1OC,-6%,2%,
Cc1ccc(-n2c(COc3ccccc3)nnc2SCC(=O)O)cc1,7%,7%,
Cc1ccc(S(=O)(=O)OCC(=O)Nc2ccc(C(=O)O)c(O)c2)cc1,8%,14%,
COc1cccc2c(=O)c3c(oc12)CCCC3,-2%,10%,
CC(O)(c1ccc(Cl)cc1)C(c1ccccc1)c1ccccn1 (stereo not drawn),6%,-1%,
CC1(C2CCC3(C)OC3C2)CO1 (stereo not drawn),2%,2%,
O=S(=O)(c1ccc(SCc2c(F)cccc2Cl)nc1)N1CCCC1,-9%,4%,
COc1cccc(OC)c1C(=O)OCC(=O)NCC1CCCCC1,-2%,-6%,
CS(=O)(=O)c1ccc(Cl)c(NC(=O)c2ccc(-n3cncn3)c([N+](=O)[O-])c2)c1,-2%,-6%,
CC(=O)Nc1cccc(C(=O)Nc2cc(C(F)(F)F)ccc2-n2cncn2)c1,-1%,6%,
CN(CC1CCCN(CCc2ccccc2F)C1)C(=O)c1cc2ccccc2o1 (stereo not drawn),3%,10%,
O=C(Nc1ccccc1)C1=C(Nc2ccccc2)CSC1,-1%,4%,
C#CCN1[C@@H]2CCN(C2)c2cc(Br)ccc2S1(=O)=O,-3%,11%,
c1c[nH]c(CN2CCN(Cc3ncc[nH]3)CC2)n1,-4%,1%,
CC1(c2ccccc2)C(C#N)C(=O)NC(=O)C1C#N (stereo not drawn),-15%,0%,
COc1ccccc1C(=O)N1CCN(c2nc3cc(C)cc(C)c3cc2C#N)CC1,-9%,10%,
CN(C(=O)c1cccc(NC(=O)Cc2ccc(NC(=O)C3CCN(C(=O)c4ccccc4)CC3)cc2)c1)C1CCCCC1,-8%,8%,
Cc1ccccc1NC(=O)C(C)OC(=O)C1CCCO1 (stereo not drawn),-2%,10%,
O=[N+]([O-])c1cccc(N=Nc2ccc(O)cc2O)c1,5%,2%,
Cc1ccc(S(=O)(=O)N2[C@H](c3cccc(Cl)c3)CC(=O)[C@@H]3CN(S(=O)(=O)c4ccccc4C)[C@H](c4ccc(Cl)cc4)C[C@@H]32)cc1,-7%,8%,
CCN(CC)CCNC(Cc1ccccc1)c1cccc(OC)c1 (stereo not drawn),-1%,5%,
COc1ccc(/C=C2/SC(=O)N(CCNC(=O)C3CC(=O)N(Cc4ccccc4)C3)C2=O)cc1 (stereo not drawn),-10%,26%,
O=C1C(CN2CCCC2)CCCC1CN1CCCC1 (stereo not drawn),-15%,-7%,
C[C@H]1CN([C@@H](C)CO)C(=O)CCCn2nncc2CO[C@H]1CN(C)C(=O)CCC(F)(F)F,-8%,10%,
CCOC(=O)CCC1(C(=O)OC)C(=O)CCCCCC=C1C(=O)OC (stereo not drawn),3%,4%,
OC(CSc1ccccc1)CN1CCN(c2ccc(Cl)cc2)CC1 (stereo not drawn),-5%,2%,
O=c1[nH]c(=O)n(C2CC(O)C(CO)O2)cc1I (stereo not drawn),-13%,-5%,
N#Cc1ccc(S(=O)(=O)N2CCN(C(=O)c3cn(-c4ccccc4)nc3-c3cccnc3)CC2)cc1,5%,3%,

# Compounds listed so far that have bromine, in the order listed:
SMILES,Dengue-2 NS5 capping,MgcRacGAP inhibition,others
Nc1nc2ccc(Br)cc2o1,2%,1%,
C#CCN1[C@@H]2CCN(C2)c2cc(Br)ccc2S1(=O)=O,-3%,11%,

# (cont.)
SMILES,Dengue-2 NS5 capping,MgcRacGAP inhibition,others
O=C(Cc1ccc(NC(=O)C2CCN(C(=O)CCc3ccccc3)CC2)cc1)Nc1ccc(C(=O)N2CCOCC2)cc1,-6%,6%,Dengue-2 NS5 capping pilot replicate=-3.3
CCCCn1c(N)c(N(CCOC)C(=O)c2ccc(N3C(=O)c4ccccc4C3=O)cc2)c(=O)[nH]c1=O,3%,11%,
COc1ccccc1CCNC(=O)c1cccc(NC(=O)CC2SC(N3CCCCC3)=NC2=O)c1 (stereo not drawn),-1%,2%,
O=c1[nH]cc(CCCc2ccccc2)c(=O)[nH]1,4%,7%,
C#CCOCCOCCOCCNc1nc(N2CCN(C(=O)Cn3cc(CCO)nn3)CC2)nc(N2CCN(C(=O)Cn3cc(CC(C)O)nn3)CC2)n1 (stereo not drawn),2%,6%,
C(=Nn1cnnc1)c1ccc2c(c1)CCC2,5%,9%,
COc1cccc(CCNC(=O)c2cc(COc3cccc(OC)c3)on2)c1,4%,11%,
Cc1ccc(S(=O)(=O)NCC(=O)OCC(=O)c2ccc(S(=O)(=O)N3CCCCC3)cc2)cc1C,1%,7%,
COc1cc(NC(C)CCCNC(C)C)c2ncccc2c1OC (stereo not drawn),?,32µM*,
CCOC(=O)N1C2C=CC(C2)N1C(=O)OCC,-2%,3%,
Cc1c(Cc2ccccc2)[n+](=O)c2ccccc2n1[O-],1%,9%,
O=C1C=C(c2ccccc2Oc2ccccc2)C[C@@H](c2ccc(F)cc2)C1,1%,14%,
O=Cc1cn(-c2ccccc2)nc1-c1cccc([N+](=O)[O-])c1,2%,6%,
C[C@H](CO)N1C[C@H](C)[C@@H](CN(C)C(=O)Nc2ccc(F)cc2)Oc2ncc(-c3ccc(F)cc3)cc2C1=O,0%,17%,
CSc1nc2nc(Cl)c(Cl)nc2[nH]1,7%,25%,
C=CCOC(=O)N1CCC2CC1c1cc(-c3cccc(C)c3)ccc12 (stereo not drawn),-3%,13%,Dengue-2 NS5 capping pilot replicate=1.8
COc1ccc(C(CNC(=O)c2ccc(NS(=O)(=O)c3ccc(F)c(C)c3)cc2)N2CCCC2)cc1 (stereo not drawn),-22%,2%,
Cc1cccc(C)c1OCc1cn(CC(=O)c2ccc(O)cc2)nn1,4%,13%,
O=c1cc(Cl)nc2ccccn12,-2%,3%,
O=C1NC(=O)C(=Cc2ccc(Cl)c(Cl)c2)S1,8%,0%,
CC1(C)OC(=O)C2=C(CC(c3ccccc3)OC2CCc2ccccc2)O1 (stereo not drawn),5%,8%,
O=[N+]([O-])c1ccc(N2CCOCC2)c([N+](=O)[O-])c1,2%,3%,
CCN(CC)C(=O)C1=C(C)N(CCCOC)C(=O)C(CC(=O)NC2CC2)C1 (stereo not drawn),-4%,5%,
CCCC(=O)Nc1cc(OC)c(NC(=S)Nc2cccc(C)c2)cc1OC,-2%,25%,
COc1cccc(S(=O)(=O)N(C)C[C@H]2OCc3cnnn3CCCC(=O)N([C@@H](C)CO)C[C@H]2C)c1,-1%,14%,

# Some of these compounds in order of SMILES length, descending.
SMILES,Dengue-2 NS5 capping,MgcRacGAP inhibition,others
C#CCOCCOCCOCCNc1nc(N2CCN(C(=O)Cn3cc(CCO)nn3)CC2)nc(N2CCN(C(=O)Cn3cc(CC(C)O)nn3)CC2)n1 (stereo not drawn),2%,6%,
COc1cc(NC(C)CCCNC(C)C)c2ncccc2c1OC (stereo not drawn),?,32µM*,
C(=Nn1cnnc1)c1ccc2c(c1)CCC2,5%,9%,

# (further entries)
SMILES,Dengue-2 NS5 capping,MgcRacGAP inhibition,others
C[C@H](CO)N1C[C@H](C)[C@H](CN(C)C(=O)c2ccccc2)Oc2cc(Br)ccc2S1(=O)=O,-2%,13%,
COc1ccc(OC)c(C(=O)CCCCC(=O)c2cc(OC)ccc2OC)c1,3%,9%,
Cc1ccc([C@H]2N[C@]3(CCCN(Cc4ccco4)C3=O)[C@H]3C(=O)N(Cc4ccccc4)C(=O)[C@@H]23)cc1,1%,17%,
C[C@H](CO)N1C[C@H](C)[C@H](CN(C)C(=O)Nc2ccccc2)OCc2cnnn2CCCC1=O,2%,14%,
O=C(CN1CCN(Cc2ccccc2)CC1)Nc1cccc(Cl)c1Cl,0%,16%,
O=C(COC(=O)c1c(F)cccc1F)Nc1cccc(S(=O)(=O)N2CCCCC2)c1,5%,11%,
COc1cccc(Nc2ncnc3ccc(Br)cc23)c1,7%,6%,
CN(C)c1ncnc2c1ncn2CCn1cnc2c(N(C)C)ncnc21,0%,1%,
C[C@H](CO)N1C[C@H](C)[C@@H](CN(C)S(=O)(=O)c2ccc(Cl)cc2)OCc2cnnn2CCCC1=O,-7%,1%,
Cc1ccc([C@H]2C[C@@H](O)[C@H](n3cc(C4CC4)nn3)CN2C(=O)c2cccs2)cc1,1%,18%,
c1ccc(CNC2CC3CCC2C3)cc1 (stereo not drawn),0%,-2%,
O=C1NC(=O)C2(CCCCC2C2CCCCC2)N1 (stereo not drawn),8%,-2%,
O=C1C2CCCCN2C(=O)N1CCN1CCN(c2ccc(F)cc2)CC1 (stereo not drawn),-1%,2%,
O=C(Nc1ccn(CCCNCc2ccccn2)c(=O)n1)OCc1ccccc1,-9%,3%,Dengue-2 NS5 capping pilot replicate=-7.0
CN(Cc1ccccc1)C(=O)c1ncn2c1C(=O)N(C)CC2,-2%,8%,
Clc1ccc(N(CC2CO2)CC2CO2)cc1 (stereo not drawn),2%,7%,
COc1ccc([C@H]2N[C@]3(CCCN(Cc4ccc(Cl)cc4)C3=O)[C@H]3C(=O)N(Cc4ccccc4)C(=O)[C@@H]23)cc1,-4%,10%,
C#CCOCCOCCOCCNc1nc(N2CCN(C(=O)Cn3cc(CC(C)O)nn3)CC2)nc(N2CCN(C(=O)[C@H]([C@@H](C)CC)n3cc(CCCCN)nn3)CC2)n1 (stereo partly drawn),-1%,8%,
C[C@H]1CN([C@@H](C)CO)C(=O)CCCn2nncc2CO[C@H]1CN(C)C(=O)Nc1ccccc1,-5%,-10%,
c1ccc2c(C3OCC4(CCCCC4)CO3)cccc2c1,-4%,3%,
COc1ccc2sc(C)cc(=O)c2c1,7%,11%,
Cc1ccc2c(c1)c1c3n2CCN(CCC#N)C3CCC1 (stereo not drawn),-1%,15%,
O=C(COC(=O)c1cncc(Br)c1)Nc1ccc(S(=O)(=O)N2CCOCC2)cc1,-1%,2%,
CCN1C[C@@H]2[C@@H]3C(=O)N(Cc4ccccc4)C(=O)[C@@H]3[C@](Cc3ccccc3)(C(=O)OC)N2C1=NCc1ccccc1,1%,3%,Dengue-2 NS5 capping pilot replicate=-0.3
CC(C)C1C(=O)N(Cc2cn(CCC3OCCCO3)nn2)CCS(=O)(=O)N1Cc1ccc(-c2ccc(Cl)cc2)cc1 (stereo not drawn),-1%,6%,
COCCCN(Cc1cc(OC)c(OC)c(OC)c1)C(=S)Nc1cccc(Cl)c1,5%,7%,
O=C(O)c1ccccc1C1c2ccccc2Oc2ccccc21,6%,-3%,
Cc1cc(C)n2c(SCC(=O)N(CCC#N)c3ccc4c(c3)OCCO4)nnc2n1,10%,5%,

# Some of the compounds tested; rates above refer to the full screens.
